Assay outcomes: PubChem, several laboratories
Phagocyt inh – macrophage phagocytosis inhibition; inhibition, % at 5 µM; J774A.1 macrophage IgG-bead phagocytosis, imaging; 110,000 compounds, 0.07% hits;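 active = inhibition above the mean of the plate negative controls plus 5 SD, cut at about 13% in these data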;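 also: phagocytic index as fraction of beads internalized from green versus red external bead signal; plate controls were DMSO negative control for no effect and cytochalasin-D positive control for full effect; some results beyond the cut were filed as inactive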
HCT116 PTEN-null – PTEN-deleted cell growth suppression; HCT116 PTEN-null viability, CellTiter-Glo, 60 h; stronger effect = lower value; viability, % at 10 µM; 140,000 compounds, 1.2% hits; AID 827;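 active = viability at or below a set limit, 4 SD under the median of all tested compounds, cut at about 3.7% in these data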;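 also: PTEN knockout HCT116 line with beta catenin targeted HCT116 as companion control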
E-sel TNF inh – TNF alpha driven E-selectin expression inhibition; 120,000 compounds, 0.71% hits; inhibition, % at 2 µM; HUVEC TNFa-induced E-selectin immunofluorescence, high content;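 active = inhibition above the batch mean plus 3 SD, and confirmed as a hit on visual image review, cut at about 43% in these data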;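 also: 0% = TNF-stimulated DMSO wells and 100% = unstimulated control wells; not every result past the cut was called active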
HCT116 bCat-KO – beta-catenin-lacking colon tumor cell growth suppression; HCT116 beta-catenin knockout viability, CellTiter-Glo, 60 h; stronger effect = lower value; viability, % at 10 µM; 140,000 compounds, 1.5% hits;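 active = viability at or under a set limit, the compound median less 4 SD, cut at about 6% in these data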;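 also: 0% = Hyamine 1622 control at 20 µM and 100% = untreated cell control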
Yeast life ext – extends the lifespan of yeast | S. cerevisiae growth with nicotinamide, OD615; deaD strain in restrictive glucose medium | inhibition of the nicotinamide effect, % at 10 µM | 130,000 compounds, 0.68% hits | AID 775;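 active = inhibition above a set limit, placed 3 SD over the median of all compounds, cut at about 26% in these data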;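 also: 0% = nicotinamide-treated wells and 100% = cells grown without nicotinamide; some compounds called inactive have numbers as strong as hits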
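Test system: DeaD-strain S. cerevisiae / Buffer or medium: restrictive glucose medium / Also added: nicotinamide 1.5 mM / Doses: one concentration, 10 µM, DMSO 0.25% / Schedule: 48 h at 30 °C / Signal: OD615 measurement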
Yeast growth inh – chemicals that inhibit yeast BB579 growth in restrictive medium (lifespan-shortening candidates) | S. cerevisiae BB579 growth, OD615, 48 h | inhibition, % at 10 µM | 140,000 compounds, 0.51% hits | AID 804;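 active = inhibition above a set limit, 3 SD over the mean compound inhibition, cut at about 44% in these data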; also: inactives centre near -24
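Assay system – yeast BB579 (DeaD) · Dosing – single compound dose of 10 µM, 0.25% DMSO final · Detection – OD615 turbidity measurement · Buffer or medium – CSMM-D restrictive synthetic medium containing dextrose (glucose) · Benchmarks – positive control amphotericin B 10 µg/mL · Incubation – 48 h exposure, 30 °C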
Measles CPE – protection of cells from measles virus. AID 841. Measles virus-infected cells, CPE protection, absorbance. protection (pct of control), % at 4 µM. 140,000 compounds, 1.5% hits; in the data active = protection mostly above about 24%, no sharp cut-off; inactive = mostly below about 26%; also: some compounds called inactive have numbers as strong as hits
NPY Y2 blocker – antagonists of human neuropeptide Y receptor Y2; NPY-Y2 expressing cells, antagonist mode; P49146; 140,000 compounds, 0.99% hits; inhibition, % at 2.7 µM; AID 793; in the data active = inhibition above about 17%;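 also: 0% = vehicle with agonist challenge and 100% = reference antagonist with challenge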
Target sequence (P49146 whole entry, looked up): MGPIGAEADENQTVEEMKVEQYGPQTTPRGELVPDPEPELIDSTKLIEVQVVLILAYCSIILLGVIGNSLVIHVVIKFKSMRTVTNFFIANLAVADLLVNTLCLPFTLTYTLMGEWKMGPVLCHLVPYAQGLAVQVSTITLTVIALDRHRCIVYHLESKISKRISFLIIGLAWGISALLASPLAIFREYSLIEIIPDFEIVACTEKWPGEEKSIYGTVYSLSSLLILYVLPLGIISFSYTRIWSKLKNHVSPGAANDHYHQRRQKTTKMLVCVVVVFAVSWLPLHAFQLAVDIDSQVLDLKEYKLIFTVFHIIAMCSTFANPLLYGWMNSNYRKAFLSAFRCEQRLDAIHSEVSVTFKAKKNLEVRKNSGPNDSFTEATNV
MRP-1 activ – MRP-1 activation | H69AR cells + doxorubicin, viability rescue, CellTiter-Glo | viability increase, % at 10 µM | 140,000 compounds, 0.61% hits | AID 799;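 active = viability gain under doxorubicin at or above a set limit, the compound median plus 3 SD, cut at about 4.7% in these data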;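 also: MRP-1 overexpressing cells given doxorubicin 25 µM after compound pretreatment; 18-22 h compound pretreatment then 72 h with doxorubicin before readout; 0% = doxorubicin-only wells and 100% = vehicle-treated cells without doxorubicin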
GALR2 blocker – blocks the human galanin receptor 2; GALR2-expressing cells, antagonist mode; inhibition, % at 4 µM; 140,000 compounds, 0.39% hits; AID 828; in the data active = inhibition above about 27%;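 also: cells stimulated with galanin 1-16 at roughly its EC80; 0% = agonist challenge control and 100% = basal control without agonist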
Target sequence (O43603 whole entry, looked up): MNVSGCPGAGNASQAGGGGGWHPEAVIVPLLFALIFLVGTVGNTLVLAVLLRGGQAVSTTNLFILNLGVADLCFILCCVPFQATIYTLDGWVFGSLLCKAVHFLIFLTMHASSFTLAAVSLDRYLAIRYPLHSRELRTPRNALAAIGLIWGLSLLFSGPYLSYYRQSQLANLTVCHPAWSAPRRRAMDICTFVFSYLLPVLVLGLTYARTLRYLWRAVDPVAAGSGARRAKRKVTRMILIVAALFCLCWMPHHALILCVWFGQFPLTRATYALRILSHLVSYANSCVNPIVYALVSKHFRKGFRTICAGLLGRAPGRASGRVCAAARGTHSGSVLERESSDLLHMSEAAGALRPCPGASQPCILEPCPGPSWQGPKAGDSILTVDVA
* marks the source's active call; other numbers are inactive results; · = not tested or not shown.

item	molecule	Phagocyt inh	HCT116 PTEN-null	E-sel TNF inh	HCT116 bCat-KO	Yeast life ext	Yeast growth inh	Measles CPE	NPY Y2 blocker	MRP-1 activ	GALR2 blocker
1	Cn1nc(C(=O)N2CCc3ccccc3C2)c2ccccc2c1=O	·	100	30	98	-5	-6	3	3	-0.6	-6
2	Cn1cc(S(=O)(=O)N2CCN(c3ccccc3F)CC2)c(=O)n(C)c1=O	0	103	-19	96	-9	-1	11	0	-3.0	2
3	O=C(c1ccc2c(c1)OCO2)N1CCCN(C(=O)c2ccc3c(c2)OCO3)CC1	0	116	-20	101	-8	-14	18	1	-0.6	4
4	CCOC(=O)CSc1nc2c(sc(=S)n2-c2ccccc2OC)c(=O)n1Cc1ccco1	0	82	24	89	-3	-25	26	27*	-1.2	10
5	CC1=C(C(=O)Nc2nc3ccccc3s2)C(c2ccco2)C(C#N)=C(SCC(=O)NC2CCCCC2)N1 (stereo not given)	-4	57	20	59	4	-46	7	5	-1.5	-3
6	CCOc1ccc(S(=O)(=O)N(CC(=O)NC2CCCCC2C)Cc2ccco2)cc1 (stereo not given)	0	96	-11	89	5	10	12	5	-3.3	2
7	O=C(NCc1cccs1)C1CCCN1S(=O)(=O)c1ccccc1F (stereo not given)	0	94	·	100	0	-13	6	3	-0.7	6
8	Cc1cc(C)cc(C(=O)OCC(=O)NCc2cccs2)c1	6	78	·	69	0	-29	6	5	-3.4	1
9	O=C(O)C1NCCc2ccccc21 (stereo not given)	-1	88	·	93	-6	-64	8	0	0.5	10
10	O=[N+]([O-])/C=C/c1cn(Cc2ccc(F)cc2)c2ccccc12	·	1.4*	9	1.9*	18	3	11	2	-6.0	11
11	Clc1ccc(CSc2nnc(/C=C/c3ccccc3)o2)c(Cl)c1	0	90	10	106	-4	-27	6	3	-0.4	9
12	CCOC(=O)Cc1nn2c(=O)cc(C)nc2s1	1	111	-29	96	-7	-19	46*	1	-0.6	-7
13	Cc1cccc(C)c1NC(=O)N1CCC(n2c(=O)[nH]c3ccccc32)CC1	0	101	·	94	-12	-45	9	-1	-0.7	-5
14	Cc1ccccc1NC(NC(=O)OCCn1c([N+](=O)[O-])cnc1C)C(Cl)(Cl)Cl (stereo not given)	5	93	·	94	-3	-19	7	3	1.3	0
15	Nc1nc(-c2c[nH]c3ccccc23)cs1	0	72	-18	81	-19	-18	8	4	-4.4	2
16	COc1cccc(/C=N/n2cnnc2)c1OCc1ccccc1	1	110	11	107	4	-81	11	3	0.2	1
17	Cc1ccc(S(=O)(=O)N2c3ccccc3OCC2C(C)(C)C)cc1 (stereo not given)	·	60	-9	58	6	-64	7	4	-2.6	7
18	CC(C)(C)c1ccc(NC(=O)COC(=O)c2ccc(NS(=O)(=O)c3ccc(F)c(F)c3)cc2)cc1	-11	80	·	88	4	-28	2	-4	-1.0	4
19	CCc1ccc(Nc2ncccc2C#N)cc1	·	63	-36	66	-24	3	18	3	-2.6	-4
20	CC(C)CCNC(=O)C12CN(Cc3ccccc3)CC1C(c1ccc([N+](=O)[O-])cc1)=NO2 (stereo not given)	1	90	·	90	-18	-27	12	2	-1.4	-18
21	O=C(/C=C/c1ccco1)NC(=S)Nc1cccc(-c2nc3ccccc3o2)c1	-2	12	24	13	-9	-41	7	1	-1.2	-6
22	COc1cc(/C=C2\N=C3CCCCCN3C2=O)ccc1O	0	93	5	96	-10	-9	45	-1	-3.2	4
23	COc1ccc(/C=C(\C#N)C(=O)OCC(=O)NCc2ccc(Cl)cc2)cc1	-4	101	-33	105	-2	6	12	1	-4.5	12
24	O=C(Nc1ccccc1)N(C1=NCCCCS1)c1cccc2ccccc12	·	83	-26	105	-7	-42	1	7	-1.5	0
25	CNc1nnc(-c2cccc(N(C)C)c2)s1	-2	95	1	87	-19	-4	2	0	-1.6	8
26	CCOC(=O)C(O)(CC(=O)Nc1ccc(Cl)cc1Cl)C(F)(F)F (stereo not given)	·	97	-14	95	·	-22	2	3	-1.4	1
27	CCCCOC(=O)c1ccc(NC(=O)c2nn(C)cc2Br)cc1	·	90	-29	92	·	-29	21	0	-1.2	2
28	CC(C)C(=O)Nc1ccc(C(=O)NNC(=O)c2ccco2)cc1	·	99	-1	99	-4	5	2	-2	0.8	-11
29	Cc1nn(-c2ccccc2)cc1/C=N/NS(=O)(=O)c1ccccc1	-2	107	12	99	-5	-26	17	2	3.1	8
30	O=C(CCN1CCOCC1)Nc1ccc2c(c1)N(C(=O)CN1CCOCC1)c1ccccc1CC2	·	99	-16	106	-13	-21	13	1	-1.4	8
31	C=CCOc1ccc(C2CC(C)=NN2c2ccccc2)cc1 (stereo not given)	-4	81	·	79	-4	-36	25	4	-0.1	18
32	COc1cc(NC(=O)c2ccco2)c(OC)cc1NC(=O)CSc1ncc(-c2ccc(F)cc2)[nH]1	-2	88	-45	98	0	-41	3	4	-0.3	-12
33	CCOC(=O)c1sc(SC)c(C(C)=O)c1C	0	104	-8	100	-15	-17	14	5	-0.2	6
34	O=C(NNC1=NCCC1)c1cccc(S(=O)(=O)N2CCCCC2)c1	-8	97	0	94	3	-16	5	0	-0.6	-7
35	O=C(O)C1CCCCC1C(=O)NCc1ccc(F)cc1 (stereo not given)	-1	93	-13	90	-18	-40	4	0	-1.2	-8
36	O=C1CC(c2ccc(F)cc2)Cc2nc(NCc3ccco3)ncc21 (stereo not given)	-1	102	-1	101	-4	-93	3	3	0.6	-6
37	O=c1cc([O-])[n+]2c3n1CCCN3CCC2	-5	99	31	84	-3	3	2	1	0.0	3
38	COC(=O)c1ccc(/C=N/Nc2nc(-c3ccc(C)cc3)cs2)cc1	3	99	-27	83	6	-24	16	4	1.8	2
39	COc1ccc(C(=O)Nc2sc(C(=O)N(C)C)c(C)c2C#N)cc1[N+](=O)[O-]	-4	88	-16	97	4	-7	4	1	-2.0	-2
40	COc1ccccc1C1/C(=C(/O)c2ccc(C)cc2)C(=O)C(=O)N1CCN1CCOCC1 (stereo not given)	-7	92	70*	93	5	-27	8	1	-0.2	-17
41	O=C(Cn1nnc2ccccc2c1=O)NCc1ccco1	1	92	·	88	-11	-52	12	0	0.6	-9
42	c1ccc2c(c1)CCN(c1nc3cc4c(cc3s1)OCCO4)C2	6	56	7	42	-11	-7	12	-1	-6.7	-3
43	S=c1[nH]nc(-c2ccc(Cl)cc2Cl)n1Cc1ccccc1	4	84	·	91	2	-17	14	6	-2.7	9
44	CCOC(=O)c1c(-c2ccc(OC)cc2)csc1NC(=O)CNCc1ccco1	·	93	-40	104	-13	-43	8	3	0.2	-5
45	CC(=O)Oc1ccc2ccccc2c1C(NC(=O)Cc1ccccc1)c1ccccc1Cl (stereo not given)	-1	1.4*	-37	3.9*	2	-17	0	5	-1.6	2
46	CC1=C(C(=O)OC(C)C)C(c2cccs2)n2ncnc2N1 (stereo not given)	·	103	-17	87	-2	13	16	3	0.4	-1
47	CCOC(=O)C(NC(=O)c1ccc(Cl)cc1Cl)(Nc1ccc(C)cc1)C(F)(F)F (stereo not given)	·	89	7	89	-5	-18	3	0	-3.8	-9
48	CCN(CC)C(=O)C1CC(=O)OC12CCCCC2 (stereo not given)	·	92	15	101	·	-13	8	-1	1.1	-19
49	O=C(CSc1nc2ccc(Cl)cc2[nH]1)NCCc1ccc(Cl)cc1	-4	73	4	82	7	-34	4	3	-0.8	-3
50	COc1ccc(-n2c(SCC(=O)Nc3ccc4c(c3)OCO4)nc3c(c2=O)SCC3)cc1	-1	104	·	101	-7	-30	16	3	-1.9	2
51	CC1(C)CC(c2nc(-c3ccc(Cl)cc3)cs2)CCS1 (stereo not given)	-1	101	-56	94	-13	-21	28	3	0.0	2
52	Cc1nc(-c2ccccc2)nc2[nH]ccc(=O)c12	0	88	-44	89	-12	-27	14	9	0.3	5
53	COC(=O)Cc1ccc(N(Cc2ccccc2F)S(=O)(=O)c2ccc(Cl)cc2)cc1	-2	72	-7	73	14	-76	28	9	-2.4	9
54	Cc1ccc(CNC(=O)CCCOc2cc(=O)n(C)c3ccccc23)o1	-1	79	·	72	-10	-16	5	-3	-1.9	-7
55	CC(NC(=O)C1CC=CCC1C(=O)O)C1CC2CCC1C2 (stereo not given)	6	104	-6	89	-8	-36	7	0	-0.3	-3
56	CCn1c(SCC(=O)N2CCCC2)nc2c1c(=O)n(C)c(=O)n2C	0	113	·	101	-1	-35	9	4	-0.9	-2
57	COc1ccc(NC(=S)NNC(=O)c2ccccc2OC(F)F)cc1	1	19	7	18	-3	-45	27	2	-1.6	5
58	CC1CCN(S(=O)(=O)c2cccc(-c3nnc(-c4cccnc4)o3)c2)CC1	-1	88	-27	84	-11	-67	11	1	-1.4	-8
59	Cn1c(NCc2c[nH]c3ccccc23)nc2ccccc21	-3	43	-31	39	2	-23	4	8	-2.2	20
60	CCOC(=O)c1ccccc1NC(=O)c1ccc(F)cc1	0	97	8	101	-12	-31	30	8	-0.4	-17

Remaining list, next part.
item	molecule	Phagocyt inh	HCT116 PTEN-null	E-sel TNF inh	HCT116 bCat-KO	Yeast life ext	Yeast growth inh	Measles CPE	NPY Y2 blocker	MRP-1 activ	GALR2 blocker
61	COC(=O)NNC(=O)COc1ccc2ccccc2c1Br	0	95	·	103	-6	-3	6	1	-1.7	-3
62	Nc1ccccc1C(=O)N/N=C1\C2CN3CCN(C2)CC1(c1ccccc1)C3	7	87	·	96	2	4	6	0	0.7	7
63	Cc1ccc(SCCN2C(=O)NC(C)(C)C2=O)cc1	-1	91	-8	94	-32	-14	5	0	-2.4	4
64	C/C(CCc1ccco1)=N/NC(=O)CCC(=O)Nc1cccc(Cl)c1	·	115	-2	110	-13	-29	8	-3	-0.3	1
65	Cc1ccc(N2CC(C(=O)NC3CCSC3=O)CC2=O)cc1 (stereo not given)	0	100	·	94	2	9	3	2	-0.4	-1
66	O=S(=O)(NCc1ccccc1)c1cccc2cccnc12	·	81	-1	96	-6	-32	43*	3	-4.0	-6
67	CCCCC(=O)N/N=C/c1ccc(Sc2cccc3cccnc23)o1	-3	92	10	104	-12	-44	1	1	-3.4	-2
68	CC(C)N(Cc1nc(-c2ccc(Cl)cc2)no1)C(=O)C12CC3CC(CC(C3)C1)C2	-1	89	-4	85	-14	-76	4	1	0.2	7
69	COc1cccc(-c2nc(CS(=O)(=O)CC(=O)Nc3cccc(C)c3C)c(C)o2)c1	0	97	-34	93	-8	-46	1	5	0.0	13
70	Cc1[nH]c2ccccc2c1C1=NNC(=Nc2ccc(F)cc2)SC1	1	18	-7	14	-5	-10	10	-2	-7.0	0
71	CCCN1C(=O)C(O)(CC(=O)c2ccc3c(c2)OCCO3)c2ccccc21 (stereo not given)	0	41	23	31	-12	5	30	8	-3.9	2
72	CCCC(NS(=O)(=O)c1ccc(Br)cc1)C(=O)O (stereo not given)	-1	108	·	94	-26	-1	6	6	-2.3	13
